# hERG protect = shields human hERG channel from block by proarrhythmic agents; CHO-hERG, FluxOR thallium flux, dofetilide IC70 present; activation (rescue from dofetilide block), less the hit threshold, % at 10 µM; 310,000 tested, 0.51% active; AID 1511;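 active = activation above the mean of controls blocked by dofetilide plus 5 SD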;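 also: thallium influx through hERG after potassium depolarization seen as dye fluorescence rise; in these data hits start at about 4.7%; inactives centre near -7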
# TRPC4 PAM = allosterically enhances the mouse TRPC4 cation channel; Q9QUQ5; B-score at 10 µM; 310,000 tested, 0.42% active; HEK293 TRPC4beta/mu-opioid, DAMGO EC20, Fluo-4 Ca2+ flux; active compounds read high;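 active = B-score of calcium response area above 5 SD of library B-scores, with initial fluorescence ratio within 5 SD of library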;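 also: B-score of integrated fluorescence ratio over time as area under calcium response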
# Platelet DG rel = modulates dense granule release in human platelets | inhibition, %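 (compounds screened at 7.5 µM in platelet-rich plasma)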 | human platelet-rich plasma, SFLLRN dense granule ATP release, luminescence | 300,000 tested, 0.22% active | AID 1663;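 active = mean replicate score, as percent of positive control, at or above 50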
# KCNK3 block = human KCNK3 channel inhibition, primary screen. B-score at 10 µM. AID 602410. CHO-KCNK3 thallium flux, FluxOR fluorescence; active compounds read low. 340,000 tested, 0.84% active. O14649;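 active = B-score under library mean minus 4 SD, starting fluorescence ratio at most library mean plus 5 SD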;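 also: more negative B-score means stronger inhibition of thallium flux through KCNK3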
# KCNK9 block = inhibitors of human KCNK9 two-pore domain potassium channel; B-score at 10 µM; 310,000 tested, 1.2% active; HEK293 KCNK9, FluxOR thallium flux fluorescence; active compounds read low;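 active = ratio B-score over 3 SD below the library mean, with starting fluorescence within 5 SD of its mean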;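 also: negative B-score means less thallium flux so channel inhibition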
# Target sequence (Q9NPC2 whole entry, looked up, the tested form may be a part): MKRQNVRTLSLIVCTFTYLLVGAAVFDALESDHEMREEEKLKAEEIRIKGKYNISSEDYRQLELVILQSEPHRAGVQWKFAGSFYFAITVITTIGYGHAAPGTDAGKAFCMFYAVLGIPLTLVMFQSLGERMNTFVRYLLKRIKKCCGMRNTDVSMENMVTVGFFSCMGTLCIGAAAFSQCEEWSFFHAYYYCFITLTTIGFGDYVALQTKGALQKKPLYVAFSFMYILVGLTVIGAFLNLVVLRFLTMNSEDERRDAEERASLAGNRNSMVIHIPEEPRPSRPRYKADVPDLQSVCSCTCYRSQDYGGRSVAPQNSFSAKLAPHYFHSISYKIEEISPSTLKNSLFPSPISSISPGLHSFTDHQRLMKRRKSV
# PolyA inhibitor = blocks polyadenylation in yeast reporter cells | S. cerevisiae SKY197-pL101 polyadenylation reporter, beta-gal luminescence; efflux-impaired pdr1/pdr3 knockout yeast; score 100 = 6 SD above DMSO | 300,000 tested, 0.02% active | calls only at 12 µM;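 active = lowest replicate activity score at least 50, where 100 means six control SD above control mean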;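 also: yeast exposed to compound for 9 h at 30 °C; higher score means more reporter readthrough which indicates perturbed polyadenylation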
# KCNQ1 inh = blocks the human KCNQ1 potassium channel; B-score at 10 µM; CHO-K1 KCNQ1, FluxOR thallium flux fluorescence; active compounds read high; P51787; AID 2642; 310,000 tested, 1.3% active;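 active = compounds whose thallium flux B-score, printed positive for inhibition, exceeds three library SD while starting fluorescence stays within three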;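 also: channel opened by potassium depolarization with thallium stimulus after 20 min compound exposure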
# Target sequence (P51787 whole entry, looked up): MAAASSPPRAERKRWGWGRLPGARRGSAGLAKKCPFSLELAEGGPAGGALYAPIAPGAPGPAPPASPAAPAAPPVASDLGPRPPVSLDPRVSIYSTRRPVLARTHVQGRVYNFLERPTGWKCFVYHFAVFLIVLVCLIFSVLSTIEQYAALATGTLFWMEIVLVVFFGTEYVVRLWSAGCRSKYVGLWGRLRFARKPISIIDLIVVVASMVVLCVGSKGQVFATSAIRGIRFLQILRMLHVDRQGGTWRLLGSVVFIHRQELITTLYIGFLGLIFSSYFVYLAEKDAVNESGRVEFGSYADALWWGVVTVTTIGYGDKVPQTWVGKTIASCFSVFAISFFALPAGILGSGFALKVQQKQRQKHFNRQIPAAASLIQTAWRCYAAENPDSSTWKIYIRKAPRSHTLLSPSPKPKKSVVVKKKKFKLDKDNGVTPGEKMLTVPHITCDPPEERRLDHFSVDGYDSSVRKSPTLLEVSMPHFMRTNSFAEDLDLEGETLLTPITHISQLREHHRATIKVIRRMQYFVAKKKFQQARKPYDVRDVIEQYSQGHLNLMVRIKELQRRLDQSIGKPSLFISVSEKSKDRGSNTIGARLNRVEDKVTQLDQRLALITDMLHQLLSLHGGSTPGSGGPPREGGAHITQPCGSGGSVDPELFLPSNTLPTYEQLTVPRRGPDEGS
# TRPC4 act = TRPC4 (mouse) channel activation; HEK293 TRPC4beta/mu-opioid, Fluo4 calcium fluorescence; active compounds read high; B-score at 10 µM; AID 2237; Q9QUQ5; 310,000 tested, 0.49% active;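 active = B-score above 5 SD of library B-scores, and initial fluorescence ratio not above library mean plus 5 SD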;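 also: positive B-score marks a calcium rise read as TRPC4 activation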
#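 Incubation: 45 min room-temperature Fluo4 loading, 110 s read / System: HEK293 cells stably co-expressing mouse TRPC4beta and mu-opioid receptor / Signal: Fluo4 fluorescence, kinetic / Control set: buffer (low) and maximal DAMGO (high) / Measure: integrated baseline-normalised fluorescence ratio, converted to per-well B score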
# TRPC4 block = inhibitors of mouse TRPC4 channel. B-score at 10 µM. HEK293 TRPC4beta/mu-opioid, DAMGO-evoked Fluo4 calcium flux; active compounds read low. 300,000 tested, 0.39% active;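 active = B-score over 3 SD under the library average, no early fluorescence shift, positive overall ratio signal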
#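 material = TRPC4beta/mu-opioid receptor HEK293 cell line | probe or stimulus = sequential submaximal and maximal DAMGO stimulation | compound dosing = one concentration per compound | measured by = Fluo4 Ca2+ flux fluorescence | evaluation = integrated fluorescence ratio relative to baseline, converted to per-well B score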
# DYRK1A inh = inhibitors of rat Dyrk1A kinase. inhibition, % at 12.5 µM. 310,000 tested, 0.43% active. ADP-Glo luminescence, NFATc1 peptide. AID 504441; in the data active = inhibition above about 50%;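 also: plate controls were vehicle with enzyme for no effect and no enzyme for full effect; many of its hits are not listed in these tables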
# KCNQ1 pot = potentiators or activators of human KCNQ1 potassium channel | 310,000 tested, 0.35% active | AID 2648 | CHO-K1 KCNQ1, thallium flux FluxOR fluorescence; active compounds read high | P51787 | B-score at 10 µM;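 active = fluorescence ratio B-score, a plate-corrected score, at least three library SD, with initial intensity B-score within 5 SD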
#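 Doses: Single concentration per compound, DMSO matched to controls | Test system: KCNQ1-transfected CHO-K1 cells | Timing: 90 min dye loading and 20 min compound exposure, both at room temperature | Measured by: Kinetic FluxOR thallium fluorescence, 10-s 1-Hz baseline, 110-s post-stimulus read | Medium: Assay buffer with matched DMSO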
# Numbers without * were called inactive; i = inactive; nt = not tested or not shown. Not all compounds are listed (hit frequency here may not be typical).
SMILES,hERG protect,TRPC4 PAM,Platelet DG rel,KCNK3 block,KCNK9 block,PolyA inhibitor,KCNQ1 inh,TRPC4 act,TRPC4 block,DYRK1A inh,KCNQ1 pot
COCCN1C(=O)N[C@@H](c2ccccc2)[C@@H](C(=O)OC)[C@H]1C,-5,i,2,i,i,i,i,i,i,8,i
O=C(c1ccc(Cl)cc1)C1CCN(C(=O)c2ccccc2)CC1,1,i,-2,i,i,i,i,i,i,6,i
Cc1cccc(OCc2nnc(SCC(=O)OC3CCCCC3)o2)c1,-7,i,1,i,i,i,i,i,i,-3,i
CCCCN(C)C(=O)C1CCCN(S(=O)(=O)c2ccc3c(c2)CC(C)N3C(=O)C2CC2)C1 (stereo unspecified),-11,i,-5,i,i,i,i,i,i,-3,i
O=C(CSc1nc2[nH]ncc2c(=O)n1-c1ccccc1)c1ccc2c(c1)OCCO2,-20,i,nt,i,i,i,i,i,i,-6,i
O=C(O)c1cc(-c2ccccc2Cl)n(-c2ccccc2)n1,-3,i,0,i,i,i,i,i,i,6,i
Cc1ccc(NC(=O)Nc2c(C)n(C)n(-c3ccccc3)c2=O)cc1,-4,i,-2,i,i,i,i,i,i,-8,i
C=C1CCN([C@@H](C)C(=O)NCCCCCC)S(=O)(=O)c2ccccc21,-4,i,0,i,i,i,i,i,i,8,i
O=C(COC(=O)c1ccc(Br)o1)NCC1CCCO1 (stereo unspecified),-13,i,8,i,i,i,i,i,i,3,i
O=C(N/N=C/c1ccc(-c2cccc([N+](=O)[O-])c2)o1)c1ccc([N+](=O)[O-])cc1,-13,i,-3,i,i,i,i,i,i,4,i
CC(C)(C)C(=O)NC(NC(=O)C(C)(C)C)c1ccc([N+](=O)[O-])cc1,-7,i,-14,i,i,i,i,i,i,4,i
CC(C)(O)C#Cc1ccc(CN2CCN(Cc3ccccc3)C(CCO)C2)s1 (stereo unspecified),-9,i,2,i,i,i,i,i,i,-4,i
CCn1c(Nc2ccccc2Cl)nc2ccccc21,-7,i,4,i,i,i,i,i,i,3,i
CCOc1ccc(N(CC(=O)NCCc2ccccc2)C(=O)CCC(=O)Nc2nccs2)cc1,-8,i,-2,i,i,i,i,i,i,5,i
CCOc1ccc(NS(=O)(=O)c2cc(C(=O)NCC3CCCO3)ccc2Cl)cc1 (stereo unspecified),-8,i,8,i,i,i,i,i,i,13,i
O=C(COc1ccccc1)Nc1nccs1,-8,i,14,i,i,i,i,i,i,0,i
COc1ccc(CNC(=O)C2CCCN2C(=O)NCc2ccccc2)cc1 (stereo unspecified),-4,i,5,i,i,i,i,i,i,-5,i
O=C(Cn1c(=O)oc2cc(S(=O)(=O)N3CCCC3)ccc21)N1CCN(c2ccccc2)CC1,-8,i,19,i,i,i,i,i,i,-2,i
CCOC(=O)C1(Cc2ccc(Cl)cc2)CCN(Cc2cnc(N)nc2)CC1,-10,i,-2,i,i,i,i,i,i,3,i
O=C(O)C1CC=CCC1C(=O)Nc1ccccc1C(=O)N1CCN(c2ccccc2)CC1 (stereo unspecified),-5,i,-3,i,i,i,i,i,i,0,i
CCN(CC)c1ccc2cc(C(=O)NCc3ccc(F)cc3)c(=N)oc2c1,-31,i,4,i,i,i,i,i,i,12,i
Cc1cc2c(cc1S(=O)(=O)N1CCCC1)n(C)c(=O)c(=O)n2C,-3,i,-2,i,i,i,i,i,i,2,i
N#Cc1nnn(-c2ccc(Cl)cc2)c1N,-9,i,0,i,i,i,i,i,i,-4,i
C=CCc1cc(Cl)ccc1OCCCn1ccnc1,-9,19*,9,i,i,i,i,i,i,0,i
CCOc1ccc(NC(=O)CSc2ccc(-c3cccnc3)nn2)cc1,0,i,-8,i,i,i,i,i,i,0,i
Cc1cccc(N=c2c([N+](=O)[O-])nn(-c3ccc(Cl)cc3)n2O)c1,-7,i,12,i,i,i,i,i,i,-6,i
O=C(CSc1nnc(CNc2cccc(C(F)(F)F)c2)n1Cc1ccco1)NCc1ccco1,-7,i,2,i,i,i,i,i,i,0,i
CCOc1c(Cl)cc(C(=O)Nc2ccccc2C(=O)O)cc1Cl,-20,i,0,i,i,i,i,i,i,16,i
Nc1nnc(SCC(=O)Nc2ccc(Cl)c(C(=O)O)c2)s1,-3,i,1,i,i,i,i,i,i,-2,i
O=C(NCc1ccc(-c2csnn2)cc1)C1CC1,-5,i,6,i,i,i,i,i,i,7,i
COc1ccc(NC(=O)COC(=O)CNS(=O)(=O)c2ccc(F)c(F)c2F)cc1OC,-8,i,-1,i,i,i,i,i,i,-7,i
CCOc1ccc(S(=O)(=O)N2CCCC(C(=O)NCc3ccncc3)C2)cc1Cl (stereo unspecified),-8,i,1,i,i,i,i,i,i,-1,i
CCOC(=O)CCNCc1ccc(OC)c(OC)c1,-9,i,4,i,i,i,i,i,i,nt,i
COc1ccc(S(=O)(=O)N2CCN(C(=O)N3CCOCC3)C2C)cc1 (stereo unspecified),-6,i,2,i,i,i,i,i,i,-2,i
O=C(Cc1ccccc1)NC(Nc1cccc2ccccc12)C(Cl)(Cl)Cl (stereo unspecified),-6,i,-4,i,i,i,i,i,i,2,i
Cc1cccn2c(=O)c3cc(C(=O)NCCCN4CCCC4=O)n(C)c3nc12,-12,i,16,i,i,i,i,i,i,3,i

# Records above that bear a hit mark in TRPC4 PAM:
molecule	TRPC4 PAM	Platelet DG rel	KCNK3 block	KCNK9 block	PolyA inhibitor	KCNQ1 inh	TRPC4 block	DYRK1A inh	KCNQ1 pot
C=CCc1cc(Cl)ccc1OCCCn1ccnc1	19*	9	i	i	i	i	i	0	i

# More structures:
SMILES,hERG protect,TRPC4 PAM,Platelet DG rel,KCNK3 block,KCNK9 block,PolyA inhibitor,KCNQ1 inh,TRPC4 act,TRPC4 block,DYRK1A inh,KCNQ1 pot
Fc1ccc(CNc2nc(-c3cccnc3)nc3ccccc23)cc1,-14,i,3,i,i,i,i,i,i,31,i
COc1ccc(NC(=O)c2cc3ccccc3cc2OC)cc1,-9,i,2,-11*,i,i,i,i,i,-10,i
Cc1ccc(C(=O)NC2CCS(=O)(=O)C2)cc1S(=O)(=O)N1CCOCC1 (stereo unspecified),1,i,0,i,i,i,i,i,i,nt,i
Cn1cc([N+](=O)[O-])c(C(=O)Nc2ccn(Cc3c(F)c(F)cc(F)c3F)n2)n1,-8,i,14,i,i,i,i,i,i,-11,i
COc1ccc(OC)c(C2C3CN(C(C)C)CC=C3C(C#N)=C(N)C2(C#N)C#N)c1 (stereo unspecified),-13,i,3,i,i,i,6*,i,i,8,i
O=C(CC1NCCN(Cc2ccccc2)C1=O)Nc1ccc(Cl)cc1 (stereo unspecified),-6,i,-8,i,i,i,i,i,i,-3,i
CN1CCN(C(=O)CCc2nc3ccccc3n2-c2ccccc2)CC1,-6,i,-91,i,i,i,i,i,i,3,i
CCOC(=O)Cc1nnc(NC(=O)CSc2nnc3c4ccccc4n(C)c3n2)s1,0,i,10,i,i,i,i,i,i,1,i
CCn1c(CSc2nc(C)cc(C)n2)nnc1SCC(N)=O,-4,i,-7,i,i,i,i,i,i,4,i
CC(=O)CC(=O)NC(=NC1CCCCC1)Nc1nc(C)cc(C)n1,-12,i,2,i,i,i,i,i,i,-3,i
COc1cc2c(cc1OC)C(C)N(C(=O)/C=C/c1cc(OC)c(OC)c(OC)c1)CC2 (stereo unspecified),-2,i,nt,i,i,i,i,i,i,-9,i
O=C(CNC(=O)c1cccc(F)c1)OCC(=O)N1CCCc2ccccc21,-9,i,6,i,i,i,i,i,i,19,i
O=C(NCc1ccco1)C(c1ccc(F)cc1)N(C(=O)Cc1cccs1)c1cccnc1 (stereo unspecified),-1,i,11,i,i,i,i,i,i,-1,i
Cc1ccc(CN2CCN(/N=C/c3cccnc3)CC2)cc1,-7,i,-9,i,i,i,i,i,i,1,i
Cn1c(SCC(=O)NC2CCCC2)nc2c(c1=O)SCC2,-10,i,-9,i,i,i,i,i,i,2,i
Cc1cc(NC(=O)c2cc(-c3ccccn3)nc3c(Cl)cccc23)no1,-3,i,-7,i,i,i,i,i,i,3,i
O=C(c1ccc2c(=O)n3c(nc2c1)CCCCC3)N1CCN(c2ccc(Cl)cc2)CC1,-9,i,0,i,i,i,i,i,i,7,i
Cc1ccc(C)c2[nH]c(=O)c(CN(Cc3cccs3)C(=S)NCc3ccco3)cc12,-6,i,-7,i,i,i,i,i,i,0,i
Cc1onc(-c2ccccc2)c1C(=O)OCC(=O)NC(=O)c1ccccc1,-21,i,-8,i,i,i,i,i,i,20,i
Cc1ccc(/C=N/NC(=O)C2(O)c3ccccc3-c3ccccc32)o1,-4,i,3,i,i,i,i,i,i,-3,i
CCOC(=O)C1=C(O)/C(=C\c2ccc(CNC(=O)C(=O)Nc3ccccc3)o2)N=C1C,-1,i,1,i,i,i,i,i,i,14,i
O=C(c1cccc(Cl)c1)C1CCCN(S(=O)(=O)c2ccccc2)C1 (stereo unspecified),-8,i,-3,i,i,i,i,i,i,-3,i
Cc1cccn2c(=O)c3cc(S(=O)(=O)c4ccccc4)c(=N)n(Cc4ccco4)c3nc12,-9,10*,-22,i,i,i,i,i,i,2,i
COc1cc(C(NC(C)=O)NC(C)=O)ccc1OCc1ccccc1,-15,i,-2,i,i,i,i,i,i,nt,i
COCCNC(=S)N1CCc2cc(OC)c(OC)cc2C1COc1ccc(C(C)C)cc1 (stereo unspecified),-5,i,5,i,i,i,i,i,i,-4,i
Cc1c(C#N)c2ccccc2n1CC(=O)N1CCCC1,-7,i,nt,i,i,i,i,i,i,3,i
O=C(CCC(=O)OCC(=O)c1ccccc1)Nc1cccc(Cl)c1,-4,i,3,i,i,i,i,i,i,-2,i
CCOc1ccccc1NC(=O)c1csc(C)c1C,-11,i,-8,i,i,i,i,i,i,-10,i
CCOC(=O)c1ccc(NCc2cccnc2)cc1,-6,i,18,i,i,i,i,i,i,-1,i

# Reformatted with two lines to a compound: entries from further up
# Screens in order – hERG protect, TRPC4 PAM, Platelet DG rel, KCNK3 block, KCNK9 block, PolyA inhibitor, KCNQ1 inh, TRPC4 act, TRPC4 block, DYRK1A inh, KCNQ1 pot
COCCNC(=S)N1CCc2cc(OC)c(OC)cc2C1COc1ccc(C(C)C)cc1 (stereo unspecified)
 : -5, i, 5, i, i, i, i, i, i, -4, i
Cc1c(C#N)c2ccccc2n1CC(=O)N1CCCC1
 : -7, i, nt, i, i, i, i, i, i, 3, i
O=C(CCC(=O)OCC(=O)c1ccccc1)Nc1cccc(Cl)c1
 : -4, i, 3, i, i, i, i, i, i, -2, i
